MBD2 DNA inh = MBD2-methylated oligo binding inhibition; TR-FRET, MBD2 binding to methylated oligonucleotide; 0.31% of 370,000 active; inhibition, % at 4.4 µM; Q9UBB5; in the data active = inhibition above about 13%
ARFGAP1 inhibitor = rat ARFGAP1 inhibition; Q62848; Arfgap1-stimulated ARF1 GTP hydrolysis, GDP FP detection; inhibition, % at 16.5 µM; 0.26% of 360,000 active; AID 651572;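 active = inhibition above a per-plate limit, mean inhibition of low control wells plus 3 SD, cut at about 25% in these data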;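 note: 0% = DMSO wells with enzyme and 100% = wells lacking Arfgap1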
Target sequence (Q62848 1-136 limits assumed): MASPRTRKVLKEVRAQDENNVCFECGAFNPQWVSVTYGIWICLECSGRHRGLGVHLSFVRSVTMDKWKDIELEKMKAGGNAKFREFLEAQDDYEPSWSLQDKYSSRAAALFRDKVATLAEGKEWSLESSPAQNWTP
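Material – truncated rat Arfgap1 GAP domain · Buffer or medium – HEPES-based buffer, pH 7.5 · Reagent – human ARF1(Δ1-17)-GTP substrate · Dosing – 16.5 µM single point, 1.26% DMSO · Schedule – GTP hydrolysis reaction 2 h at 25 °C · Technique – GDP detection by fluorescence polarization · Benchmarks – No-Arfgap1 wells (100%) versus DMSO full-reaction wells (0%) · Repeats – single replicate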
ASAP1 GAP inh = blocks human ASAP1-stimulated Arf1 GTP hydrolysis | Q9ULH1 | GDP FP detection | inhibition, % at 16.5 µM | 0.19% of 360,000 active; in the data active = inhibition above about 25%;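 note: 0% = vehicle with enzyme and substrate and 100% = no enzyme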
UHRF1 MBD2 ctr = blocks human UHRF1 binding to methylated DNA. UHRF1 binding to methylated oligo, TR-FRET. inhibition, % at 4.4 µM. 0.75% of 370,000 active. AID 687016; in the data active = inhibition above about 21%;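 note: UHRF1 SRA domain binding a hemimethylated CpG hairpin DNA probe; 0% = median of test compound wells and 100% = reference inhibitor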
Target sequence (Q96T88 whole entry, looked up, the tested form may be a part): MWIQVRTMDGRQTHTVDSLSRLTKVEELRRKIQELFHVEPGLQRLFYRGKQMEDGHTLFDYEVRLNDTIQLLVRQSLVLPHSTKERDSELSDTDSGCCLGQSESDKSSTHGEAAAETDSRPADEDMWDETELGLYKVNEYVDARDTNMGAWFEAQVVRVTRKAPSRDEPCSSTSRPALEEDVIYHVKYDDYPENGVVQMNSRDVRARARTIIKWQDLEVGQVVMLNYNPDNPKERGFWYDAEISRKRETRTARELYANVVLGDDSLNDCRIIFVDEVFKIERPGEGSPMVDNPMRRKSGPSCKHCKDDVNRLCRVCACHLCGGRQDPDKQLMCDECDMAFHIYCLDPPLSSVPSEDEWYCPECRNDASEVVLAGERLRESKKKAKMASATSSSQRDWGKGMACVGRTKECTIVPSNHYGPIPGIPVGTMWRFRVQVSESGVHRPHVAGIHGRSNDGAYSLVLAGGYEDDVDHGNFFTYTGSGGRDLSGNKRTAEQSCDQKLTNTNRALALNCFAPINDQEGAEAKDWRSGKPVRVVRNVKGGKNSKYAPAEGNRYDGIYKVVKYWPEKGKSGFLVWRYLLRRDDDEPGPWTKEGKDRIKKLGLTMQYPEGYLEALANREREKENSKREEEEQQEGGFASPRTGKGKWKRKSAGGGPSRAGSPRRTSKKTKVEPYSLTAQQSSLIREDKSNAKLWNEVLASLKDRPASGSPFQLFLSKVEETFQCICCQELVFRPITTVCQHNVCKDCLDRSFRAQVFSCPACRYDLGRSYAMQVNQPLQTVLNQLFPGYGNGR
PLCb3 inh = PLC-beta3 (human) inhibition, primary screen. Q01970. Purified PLC-beta3, fluorogenic substrate, fluorescence. inhibition, % at 12.2 µM. 0.18% of 370,000 active. AID 720704; in the data active = inhibition above about 11%;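 note: 0% = median of compound wells on plate and 100% = full blocker control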
DDE Tn6 FP inh = inhibitors of Tn6 peptide binding to human fibrin DD(E) | AID 720509 | Fibrin DD(E) TRITC-Tn6 fluorescence polarization displacement | P02675 | inhibition, % at 8.3 µM | 0.21% of 370,000 active;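 active = inhibition above a per-campaign cutoff: mean of compounds within control limits plus 3 SD, cut at about 15% in these data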;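 note: 0% = median of all compound wells on the plate and 100% = blocking peptide control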
proKLK7 act = proKLK7 (human) activation, primary screen. P49862. purified proKLK7, EDANS-DABCYL substrate fluorescence; 100% is mature enzyme control, 0% vehicle. activation, % at 7 µM. 0.9% of 370,000 active. AID 652039;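 active = activation above the mean of all tested compounds plus 3 SD, computed per campaign excluding outliers beyond control limits, cut at about 13% in these data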
PLC-gamma1 inh = inhibitors of human phospholipase C gamma1; purified PLC-gamma1, fluorogenic substrate, fluorescence; inhibition, % at 12.2 µM; P19174; 0.84% of 370,000 active; AID 720700; in the data active = inhibition above about 9.5%
ADAM17 inh = ADAM17 inhibition, QFRET primary screen; P78536; recombinant ADAM17, EDANS/DABCYL FRET peptide cleavage; inhibition, % at 6.95 µM; 0.83% of 370,000 active;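 active = inhibition above the mean of compounds lying between control limits plus 3 SD, set per campaign, cut at about 8.5% in these data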;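 note: 0% = DMSO-only wells as the low control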
DDE Tn7 FP inh = disrupts Tn7 cyclic peptide binding to fibrin D-Dimer-E complex; P02675; FP displacement of FITC-Tn7 peptide from fibrin DD(E); 0% = median of compound wells per plate; inhibition, % at 8.3 µM; 0.13% of 370,000 active;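 active = inhibition above the mean of compounds falling within the control limits plus 3 SD of them, cut at about 14% in these data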;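 note: 0% = plate median of compound wells and 100% = 10 µM Aha-Tn7 peptide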
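Also added: labelled Tn7 tracer, 0.1 µM; Assay system: human fibrin DD(E) protein; Amount: 2 µM fibrin DD(E); Schedule: 10 min compound pre-incubation, 3 h probe incubation at room temperature; Repeats: one replicate per compound; Read-out basis: percent inhibition; Measured by: fluorescence polarization of the labelled Tn7 tracer.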
* = called active by the depositor; i = inactive; / = no result given; & = joins results of further samples. The order is random. About 4.1% of those tested had a hit in this group.

SMILES	MBD2 DNA inh	ARFGAP1 inhibitor	ASAP1 GAP inh	UHRF1 MBD2 ctr	PLCb3 inh	DDE Tn6 FP inh	proKLK7 act	PLC-gamma1 inh	ADAM17 inh	DDE Tn7 FP inh
CC(=O)Nc1cc2c(cc1C(=O)C(C)C)OCCO2	-0.1	15.6	-1.0	0.1	-123.4	-1.6	1.6	-95.5	-19.7	-6.3
CCN(CC(=O)Nc1ccccc1C(F)(F)F)C(=O)CCSc1ccc(F)cc1	-3.1	0.2	-2.0	-2.2	-3.0	3.0	0.0	3.5	1.5	2.6
COc1ccc(CCN(Cc2cc3cccc(C)c3[nH]c2=O)C(=O)N2CCCC2)cc1OC	-7.2	-4.8	2.1	-1.0	0.3	3.1	-0.8	2.7	-3.2	-1.8
COc1cccc(C2c3[nH]c4ccccc4c3C[C@H]3C(=O)N(c4ccccc4C(=O)N4CCC[C@H]4C(=O)O)C(=O)N23)c1 (stereo partly specified)	-0.8	7.1	0.2	-1.4	-31.8	-5.0	0.3	-20.8	-11.4	-0.8
CCS(=O)(=O)N1CCN=C1SCc1ccc(F)cc1	-0.5	3.5	-1.1	-0.8	-1.2	2.6	-0.3	2.3	0.7	-4.0
OC(CNCc1ccc(Cl)cc1)COc1ccccc1 (stereo unspecified)	-8.9	10.0	3.1	-0.8	2.9	-0.2	-0.1	4.8	1.0	-0.4
O=C(Nc1ccc(F)cc1F)c1ccccc1-c1ccccc1	-5.3	11.2	5.8	-2.2	3.5	0.0	-0.3	0.9	-0.3	-8.9
COc1ccc(OC)c(C(=O)CSc2nccc(-c3ccc(Br)cc3)n2)c1	0.9	-2.5	0.7	0.9	-2.9	0.6	0.0	-0.5	-1.5	9.5
COc1ccc(S(=O)(=O)N2CCC(NC(=O)c3ccccc3)CC2)cc1	3.1	6.8	-1.9	0.9	-6.4	2.1	0.3	0.8	-6.0	-1.1
COc1ccc(C(=O)NCc2ccccn2)cc1[N+](=O)[O-]	-1.6	9.1	-6.3	4.7	-2.5	-5.8	-0.3	6.0	2.8	-1.9
COc1ccccc1-c1nnc(SCc2ccccn2)n1C	-2.0	5.8	-11.8	-1.4	2.7	5.4	-0.1	-15.0	-1.4	-1.2
COc1ccccc1C(=O)C1CCCN(C(=O)CN2CCCCC2=O)C1 (stereo unspecified)	2.7	6.5	-3.7	-3.7	1.6	1.8	-0.3	-1.3	-1.6	-1.1
Cc1ccc(C(=O)N/N=C2\CCCc3ccccc32)c(C)c1	-0.2	12.0	-8.4	1.3	-4.2	12.5	0.1	-0.3	-0.7	0.6
COc1ccc(C(=O)N[C@H](C(=O)Nc2ccc(S(=O)(=O)N3CCOCC3)cc2)C(C)C)cc1	-0.2	25.1*	7.7	1.0	-7.1	2.7	0.2	-1.4	-3.9	0.7
CSC1=NCCN1C(=O)COc1ccccc1	-2.7	4.4	7.3	-0.5	1.7	0.1	0.4	2.4	1.5	-1.3
O=C(Nc1sc2c(c1-c1nc3ccccc3s1)CCNC2)C(F)(F)F	-2.4	/	/	-56.6	-199.9	-5.8	/	-160.8	-34.1	0.4
CCc1ccc(-c2cc3c(=O)n(CC(=O)NCCN4CCCCC4C)nc(C)n3n2)cc1 (stereo unspecified)	0.1	2.9	-8.9	-2.1	-111.9	-5.9	0.1	-0.6	-2.9	0.5
COC(=O)c1c(-c2ccc(OC)cc2)oc2ccccc12	-2.7	-9.6	4.8	2.7	i	-1.6	-21.5	-433.7	-239.1	3.1
COCCc1nc2ccc(C(=O)N(C)Cc3cccc(-n4nc(C)cc4C)c3)cc2o1	1.7	-2.4	-7.8	-0.7	-5.0	5.9	0.5	4.7	-0.1	-6.2
COc1ccc(S(=O)(=O)N2CCc3ccccc32)cc1C(=O)OCc1nnc(-c2ccccc2)o1	2.9	0.3	4.9	0.8	-1.3	-2.7	0.0	-1.8	-4.5	-5.2
CS(=O)(=O)NN1C(=O)c2ccccc2NC1c1ccccc1O (stereo unspecified)	5.4	-7.7	-4.7	0.3	-299.6	0.0	35.8*	-257.5	-114.3	-6.3
COCc1cc(=O)[nH]c(/N=C(\N)Nc2cccc(Cl)c2)n1	6.5	-4.3	-8.4	-1.1	2.2	0.7	-0.4	0.6	-4.6	-0.1
Cc1ccc(-n2ncc3c(N4CCN(c5ccccc5)CC4)ncnc32)c(C)c1	-2.0	-4.7	-3.8	0.9	1.9	-1.5	0.5	-1.6	-2.5	4.1
CC(C)(C)c1ccc(-c2nc(C#N)c(N3CCC(C(N)=O)CC3)o2)cc1	-1.9	12.1	-0.1	0.8	-63.5	-3.8	-0.6	-37.9	-410.4	2.5
O=C1NC(=O)C2(COC(c3ccccc3Cl)OC2)S1 (stereo unspecified)	4.6	3.1	-7.0	-0.1	-0.1	1.7	-0.1	-1.9	-2.0	4.0
CCC(=O)OC1c2ccccc2C(=O)N1Cc1ccccc1 (stereo unspecified)	-1.3	-7.9	1.5	2.9	3.5	-0.3	-0.5	1.8	-1.5	-1.7
CCCS(=O)(=O)NC(=O)C1(C)CCCN(C(=O)c2ccccc2)C1 (stereo unspecified)	2.1	13.9	-9.2	-0.3	2.8	4.6	-0.2	3.9	-3.8	0.1
O=C(c1ccc(OCCN2CCCCC2)cc1)c1c(-c2ccc(O)cc2)sc2cc(O)ccc12	-2.8&5.8	21.5&18.7	12.9&-2.5	-2.3&-0.8	-7.5&-10.7	-10.8&-7.3	0.2&0.2	-4.1&-7.2	-0.1&5.8	-1.7&-1.2
CN(C)CCCNC(=S)NCC(c1ccc(Cl)cc1Cl)c1c[nH]c2ccccc12 (stereo unspecified)	6.6	11.6	20.4	1.6	-2.6	-0.1	-0.1	1.1	-1.6	0.5
COCCCNCCC(CCC(C)C)c1ccc2c(c1)OCO2 (stereo unspecified)	-0.1	6.2	6.2	0.9	-3.4	-3.6	0.2	4.2	0.7	1.6
Cc1ccc(NC(=O)CN(C)C(=O)CNC(=O)c2sc3ccccc3c2Cl)cc1	49.8*	10.2	15.7	-3.0	-7.5	0.9	0.0	-1.4	-4.6	-0.1
CCOC(=O)CC1C(=O)NCCN1C(=O)COc1ccc(C(C)(C)C)cc1 (stereo unspecified)	4.6	12.3	-0.1	3.9	-8.1	-3.4	-0.6	-0.2	4.2	-2.2
Cc1cc(C)n(C(C)Sc2ccccc2)n1 (stereo unspecified)	1.6	8.6	4.5	0.2	2.7	-0.8	-0.7	-0.1	-5.7	-3.9
Cc1csc(NC(=O)C2CC(=O)N(c3ccc4c(c3)OCCO4)C2)n1 (stereo unspecified)	2.9	5.2	2.8	-0.8	-2.2	-2.1	0.1	2.3	0.6	-0.1
CC(C)c1ccc(NC(=O)C2CC(=O)N(C(C)C)C2)cc1 (stereo unspecified)	5.1	-1.4	7.1	6.3	1.9	-0.6	-0.3	-1.5	-2.6	-1.9
Cc1ccc(C(=O)Nc2ccc(N3CCOCC3)nc2)cc1	0.8	1.9	-0.6	0.2	-0.3	12.1	0.0	3.9	-0.6	5.6
CCCc1nc(SCC(=O)Nc2cc(C)on2)c2c(=O)n(C)c(=O)n(C)c2n1	0.7	8.4	1.9	2.6	-0.9	-1.0	0.2	3.2	-1.4	-1.4
Cc1ccc(N=C2NC(=O)c3cccc([N+](=O)[O-])c32)cc1	1.1	-5.0	-6.3	0.3	2.1	-2.5	0.0	1.9	0.8	4.9
Cc1nn(CC(=O)c2ccccc2Cl)c(C)c1[N+](=O)[O-]	-4.0	-4.2	-8.4	5.7	-9.5	4.0	-0.4	-0.4	-2.2	-6.2
COC(=O)C1=C(C)N(Cc2cccc(C(F)(F)F)c2)C(=NCc2ccc(OC)cc2)NC1c1cccc(F)c1 (stereo unspecified)	-1.1	6.7	-0.2	1.3	4.6	3.5	0.2	2.7	-2.4	7.3
Cc1cc(=O)oc2c(C)c(OCC(=O)c3ccccc3)ccc12	1.9	-2.2	5.4	4.2	-14.1	3.0	-0.7	-6.6	-6.6	-2.9
COc1cc(C2c3c(n[nH]c3C)C(=O)N2c2ccc(C)cc2)ccc1O (stereo unspecified)	-5.2	-3.2	1.3	-1.0	0.2	2.2	-0.2	1.3	0.5	0.1
CCn1cc(CN2CCC(C(=O)Nc3cccc(-c4cccc(OC)c4)c3)CC2)c(C)n1	2.2	8.8	-2.2	3.1	-8.2	-0.5	0.0	-0.1	-4.1	2.5
CCOc1ccc(N(CC)S(=O)(=O)c2cccc3nsnc23)cc1	6.4	0.6	6.0	4.0	-8.6	-3.9	-0.5	-3.3	-6.1	5.0
COc1ccccc1CN1CC(C(=O)N2CCC(C(=O)c3ccccc3)CC2)CCC1=O (stereo unspecified)	-4.1	0.1	1.5	-2.4	-0.8	7.2	-0.4	6.9	-2.5	-2.3

Structural class: the compounds so far containing a nitro group on carbon
SMILES	MBD2 DNA inh	ARFGAP1 inhibitor	ASAP1 GAP inh	UHRF1 MBD2 ctr	PLCb3 inh	DDE Tn6 FP inh	proKLK7 act	PLC-gamma1 inh	ADAM17 inh	DDE Tn7 FP inh
COc1ccc(C(=O)NCc2ccccn2)cc1[N+](=O)[O-]	-1.6	9.1	-6.3	4.7	-2.5	-5.8	-0.3	6.0	2.8	-1.9
Cc1ccc(N=C2NC(=O)c3cccc([N+](=O)[O-])c32)cc1	1.1	-5.0	-6.3	0.3	2.1	-2.5	0.0	1.9	0.8	4.9
Cc1nn(CC(=O)c2ccccc2Cl)c(C)c1[N+](=O)[O-]	-4.0	-4.2	-8.4	5.7	-9.5	4.0	-0.4	-0.4	-2.2	-6.2

The list continues:
SMILES	MBD2 DNA inh	ARFGAP1 inhibitor	ASAP1 GAP inh	UHRF1 MBD2 ctr	PLCb3 inh	DDE Tn6 FP inh	proKLK7 act	PLC-gamma1 inh	ADAM17 inh	DDE Tn7 FP inh
N#CC(c1ccc(O)cc1)N1CCN(C(C#N)c2ccc(O)cc2)CC1 (stereo unspecified)	-8.0	7.4	-10.0	-0.6	9.2	-8.3	0.8	8.0	6.5	-8.0
N#Cc1ccc(Cl)cc1NC(=O)COC(=O)c1cccc(S(=O)(=O)N2CCOCC2)c1	-2.1	3.8	8.3	0.3	1.5	4.3	-0.4	-0.3	-1.6	13.8*
CN1CCCN(C(=O)c2cc(=O)[nH]c3ccccc23)c2nc3ccccc3nc21	-1.3	2.3	-3.8	1.6	-17.3	-4.6	-0.1	-11.4	-5.6	-1.5
CC1(C)OC(=O)C(=CNn2cnc3ccccc3c2=O)C(=O)O1	5.0	-7.9	7.4	0.4	-2.6	-5.0	0.9	0.0	-7.1	4.6
Cc1cc([N+](=O)[O-])nn1CCCC(=O)Nc1ccc(Cl)cc1Cl	1.7	4.9	-3.9	-0.4	-3.9	1.3	0.3	3.1	-2.6	7.1
Cn1cccc1C(=O)Nc1ccc(N2CCOCC2)cc1	2.5	9.2	9.0	-0.4	-1.6	-5.8	-0.4	-2.9	-1.9	7.6
Cc1onc(-c2ccccc2)c1C(=O)NC(C)CCc1ccccc1 (stereo unspecified)	1.2	12.3	-2.2	-0.7	-2.7	9.7	0.1	-0.5	-2.4	2.7
C#CCSc1nc(C)cc(C(=O)OCC)c1C#N	-2.3	-3.5	7.1	-2.0	-23.4	-2.3	-0.2	-13.1	-8.1	-4.4

Assay outcomes deposited in PubChem by The Scripps Research Institute Molecular Screening Center.
